High-throughput results as filed in PubChem BioAssay.
SMN2 splice up – SMN2 splice variant enhancement | Potency, µM (highest dose often 46.1 µM), for the others: at the top dose activity change, positive = activation, most hits filed as activators | HEK293 SMN2-luciferase splicing reporter, luminescence, 30-36 h | hit rate 2.8% among 210,000; further: % of control where 0% means no effect; nearly all actives have a fitted effect of over 55% in size
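HEK293 cells carry an SMN2 minigene-luciferase reporter in which exon 7 inclusion puts luciferase in frame. Cells were seeded at 2000 cells/well, attached for 10-12 hours, then exposed to compounds for 30-36 hours at 37C before ONE-Glo luminescence.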
Tau fibril FP – blocks human tau fibril formation measured by polarization | K18 P301L tau heparin fibrillization, Alexa594 FP, 6 h | Potency, µM (doses to about 57.7 µM), for the others: at the top dose activity, negative = inhibition, most hits filed as inhibitors | hit rate 0.39% among 280,000; further: on the % scale 0 is the no-effect control and ±100 the full control effect; nearly all actives have a fitted effect of over 55% in size
Target sequence (P10636 561-689 P618L limits assumed): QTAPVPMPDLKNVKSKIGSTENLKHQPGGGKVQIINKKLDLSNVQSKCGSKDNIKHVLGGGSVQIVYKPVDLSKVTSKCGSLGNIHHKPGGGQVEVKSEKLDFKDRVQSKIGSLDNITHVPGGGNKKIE
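FP of Alexa 594-tau after heparin (20 uM) induction. Substrate: human K18 P301L, 15 uM unlabeled, 0.24 uM labeled. Buffer 100 mM sodium acetate pH 7. 6 hr, 37 C.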
HTT cytoprotect – cytoprotection in Huntington HTT-Q103 PC12 cell model. PC12 HTT-Q103 induced, cytoprotection, ATP luminescence, 40 h. Potency, µM (titrated, usually from 56.4 µM), inactives show cytoprotection (ATP increase), actives largely listed as activators. hit rate 0.14% among 230,000;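 further: % of control where 0% means no effect; nearly all actives have a fitted effect of over 45% in size; toxic huntingtin expression switched on by the ecdysone agonist tebufenozide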
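Huntington model: PC12 line, ecdysone-inducible HTTQ103 exon1–GFP, tebufenozide 100 nM. Test articles in a dose series. Endpoint luminescence from cellular ATP.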
Tau fluor counter – counter-screen for tau fibril formation inhibitors; tau K18 P301L Alexa594 fluorescence, heparin fibrillization; AID 1463; hit rate 0.93% among 280,000; Potency, µM (doses to about 57.7 µM), for the others: at the highest dose activity change, negative = decrease; further: on the % scale 0 is the no-effect control and ±100 the full control effect; nearly all actives have a fitted effect of over 55% in size
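Human tau K18 P301L (15 uM unlabeled, 0.24 uM Alexa 594-labeled) in 100 mM sodium acetate pH 7 with 20 uM heparin, 6 hr at 37 C. ThT 30 uM added, 1 hr ambient; Alexa 594 FP and total fluorescence read at 555/632 nm.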
JMJD2E inh – blocks human JMJD2E demethylase activity | B2RXH2 | JMJD2E catalytic domain, FDH-coupled NADH fluorescence (FDH is formaldehyde dehydrogenase) | Potency, µM (doses to about 57.1 µM), inactives show at the top dose activity change, negative = inhibition, actives largely listed as inhibitors | hit rate 1.6% among 230,000; active means well fitted inhibition curve with a large enough effect, not every such curve was filed as active; inconclusive means small, poorly fitted or top-dose-only effect, or another doubt; inactive means no such curve, though single readings can be large or run the other way;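 further: 0% = wells with enzyme and -100% = buffer wells without enzyme; nearly all actives have a fitted effect of over 50% in size; many of its hits are not listed in these tables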
Target sequence (B2RXH2 1-337 limits assumed): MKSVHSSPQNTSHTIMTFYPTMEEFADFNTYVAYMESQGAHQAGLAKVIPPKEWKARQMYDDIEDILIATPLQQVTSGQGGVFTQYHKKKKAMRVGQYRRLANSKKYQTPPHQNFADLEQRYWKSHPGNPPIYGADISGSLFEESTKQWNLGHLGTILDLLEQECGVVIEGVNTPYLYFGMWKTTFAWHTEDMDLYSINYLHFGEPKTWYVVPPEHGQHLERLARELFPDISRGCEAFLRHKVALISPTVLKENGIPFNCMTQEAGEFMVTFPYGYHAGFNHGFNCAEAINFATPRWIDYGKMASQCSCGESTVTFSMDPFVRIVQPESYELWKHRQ
HTT aggregate – reduces HttQ103-GFP aggregates in PC12 cells; AID 1688; Potency, µM (highest dose often 46.1 µM), inactives show at the top dose activity change, negative = inhibition, usual class: inhibitors; hit rate 1.1% among 220,000; PC12 HttQ103-GFP aggregates, Acumen cytometry, 40 h; further: on the % scale 0 is the no-effect control and ±100 the full control effect; nearly all actives have a fitted effect of over 60% in size
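PC12 cells stably carrying ecdysone-inducible HTT exon 1 Q103–GFP were induced with tebufenozide (100 nM final) and treated with library compounds in titration. GFP aggregates in lysates were counted by laser scanning cytometry.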
ALDH1A1 block – ALDH1A1 (human) enzyme inhibition | Purified ALDH1A1, NADH fluorescence, propionaldehyde substrate | P00352 | hit rate 7.3% among 220,000 | Potency, µM (top dose mostly 75.3 µM), inactives show at the top dose activity, negative = inhibition, usual class: inhibitors; active means well fitted inhibition curve with a large enough effect, not every such curve was filed as active; inconclusive means small, poorly fitted or top-dose-only effect, or another doubt; inactive means no such curve, though single readings can be large or run the other way;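 further: plate controls were no enzyme wells and a reference inhibitor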
Target sequence (P00352 whole entry, looked up): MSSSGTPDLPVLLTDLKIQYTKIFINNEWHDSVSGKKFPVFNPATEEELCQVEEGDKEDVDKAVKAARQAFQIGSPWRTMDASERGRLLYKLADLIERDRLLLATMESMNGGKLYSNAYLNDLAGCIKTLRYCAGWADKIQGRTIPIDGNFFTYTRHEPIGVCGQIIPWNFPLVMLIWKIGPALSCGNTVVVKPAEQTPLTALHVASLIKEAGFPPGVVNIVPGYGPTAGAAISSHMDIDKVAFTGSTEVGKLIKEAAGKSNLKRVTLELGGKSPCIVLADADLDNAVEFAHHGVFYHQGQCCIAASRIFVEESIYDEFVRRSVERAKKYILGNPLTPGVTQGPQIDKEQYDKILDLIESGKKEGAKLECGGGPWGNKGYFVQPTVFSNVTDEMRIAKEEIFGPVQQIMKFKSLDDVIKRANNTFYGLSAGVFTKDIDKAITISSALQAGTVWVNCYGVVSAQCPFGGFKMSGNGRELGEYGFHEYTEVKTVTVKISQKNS
Tau ThT inhib – inhibitors of human tau fibril formation, thioflavin T binding; AID 1460; P10636; Potency, µM (top dose mostly 57.4 µM), inactives show at the top dose activity, negative = inhibition, actives largely listed as inhibitors; recombinant tau K18 P301L (four-repeat tau fragment), heparin-induced fibrillization, ThT fluorescence; hit rate 2.1% among 270,000; further: on the % scale 0 is the no-effect control and ±100 the full control effect; nearly all actives have a fitted effect of over 55% in size
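In this qHTS, human K18 P301L tau is incubated with compound and heparin for 6 hr at 37 C, and Thioflavin T fluorescence then reports fibril load.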
Numbers without * were called inactive; ? = inconclusive; · = not tested or not shown; [ ] = dose if it differs, or a comment. Unless noted, the call rests on the fitted dose curve; in most records, active means well fitted curve in the direction sought with a large enough effect; inconclusive means small, poorly fitted or top-dose-only effect, or another doubt; inactive means no such curve, though single readings can be large; an effect the other way counts as inactive or inconclusive. Potency means the concentration at half of the fitted maximal effect.

SMILES | SMN2 splice up | Tau fibril FP | HTT cytoprotect | Tau fluor counter | JMJD2E inh | HTT aggregate | ALDH1A1 block | Tau ThT inhib
CC(=O)OCc1nc2ccccc2s1 | -5% | 2% | 11% | -10% | -3% | 0% | 15% | -14%
COCCNC(=S)N=Nc1c(O)[nH]c2ccc([N+](=O)[O-])cc12 | · | 5% | 6%[10 µM] | ? | -2% | 31%[9.22 µM] | ? | -17%
S=C(NC1CC1)N1CCN(c2ccc(Cl)cc2)CC1 | · | 0% | -4% | -13% | -4% | -26% | -10% | ?
O=C(O)c1cnc(N2CCOCC2)nc1 | 1% | 3% | -6% | 2% | -21% | 20% | 0% | 1%
CC12CCC(C(=O)Nc3cccc(NC(=O)C45CCC(C)(C(=O)O4)C5(C)C)n3)(OC1=O)C2(C)C | 14% | 4% | 11% | 2% | 17% | -7% | -3% | -5%
O=c1c(C=NCc2cccnc2)c(C(F)(F)F)[nH]n1-c1nc2ccccc2s1 | · | 2% | ? | -28% | ? | 10%[9.22 µM] | -8% | -10%
O=C(CN(C(=O)CCC(=O)Nc1nccs1)c1ccccc1F)NCC1CCCO1 (stereo not given) | -17% | 3% | 4%[10 µM] | -1% | 9% | 11% | 11% | -7%
O=C1CCC(=O)N1CCc1c[nH]c2ccccc12 | · | 0% | -2% | -10% | -3% | 6% | 1% | -10%
O=[N+]([O-])c1ccc(C2=NN(CCO)C(=Nc3ccc(OC(F)(F)F)cc3)SC2)cc1 | · | 14% | -8%[10 µM] | ? | -4% | 6%[9.22 µM] | ? | 14µM*
CC1(C)CN(c2ccccc2)N(C(=O)c2ccc(C#N)cc2)C1=O | -19% | -7% | -50%[inhibitor] | -8% | 1% | 22% | 5% | ?
O=C(CCCc1nc(-c2ccc(Cl)cc2)no1)N1CCOCC1 | -57%[inhibitor] | 9% | -23%[0.074 µM] | -15% | -3% | ? | 1% | ?
COCc1nc2sc(C)c(C)c2c(=O)[nH]1 | ? | 2% | 12%[10 µM] | 3% | -3% | -10% | 3% | 3%
COc1ccc(-c2ccc3c(N)c(C(=O)Nc4ccc(C)cc4C)sc3n2)cc1OC | -8% | 5% | · | 8.9µM*[quencher] | · | · | · | ?
C=CCn1c(SCC(=O)Nc2ccc(C(=O)O)cc2)nnc1-c1cccnc1 | · | 12% | -2%[10 µM] | 13% | 2% | 2%[9.22 µM] | · | ·
Cc1cc(/C=N/n2cnnc2)c(O)c([N+](=O)[O-])c1 | 4% | 11% | · | -6% | -1% | 3% | -6% | 4µM*
CC(=O)N(CCCN(C)C)Cc1ccccn1 | · | 0% | 7%[10 µM] | 2% | -1% | 10%[9.22 µM] | 4% | -5%
CCOc1ccc(CC(=O)Nc2c(C(=O)c3ccc(F)cc3)oc3ccc(Cl)cc23)cc1OCC | -5% | -8% | · | -23% | · | · | · | -5%
COCC(=O)Nc1nnc(Cc2ccc(OC)cc2)s1 | -1% | -11% | -1%[10 µM] | -4% | 8% | 15% | 5% | -2%
O=C(NCc1ccco1)c1cccc(NC(=O)c2ccccc2)c1 | -40%[inhibitor] | -8% | 2% | -3% | 5% | -24% | -1% | -5%
CCN(CC)C(=O)N1c2ccccc2CC(N(CC)CC)c2ccccc21 (stereo not given) | -18% | -4% | -2%[0.074 µM] | 2% | -5% | -9% | 0% | 0%
COc1ccc(NC(=O)CSc2ncc(-c3ccc(F)cc3)n2Cc2ccco2)cc1 | -61%[inhibitor] | 1% | -4%[10 µM] | -29% | -1% | 14% | -8% | -18%
CCc1ccc(NC(=O)Cn2c(=O)n(CCCC(=O)NCc3ccco3)c(=O)c3ccccc32)cc1 | ? | -11% | -5% | -9% | -5% | -4% | -4% | 5%
CCN(CC)CCNC(=O)c1ccccn1 | -4% | 4% | -5% | 8% | 5% | 8% | -1% | 5%
CCS(=O)(=O)c1oc(-c2ccc(F)cc2)nc1S(=O)(=O)c1ccc(Br)cc1 | 11% | ? | · | 11% | · | · | · | -2%

Three entries out of the list, arranged by count of non-hydrogen atoms, smallest number first:
SMILES | SMN2 splice up | Tau fibril FP | HTT cytoprotect | Tau fluor counter | JMJD2E inh | HTT aggregate | ALDH1A1 block | Tau ThT inhib
Cc1cc(/C=N/n2cnnc2)c(O)c([N+](=O)[O-])c1 | 4% | 11% | · | -6% | -1% | 3% | -6% | 4µM*
COc1ccc(NC(=O)CSc2ncc(-c3ccc(F)cc3)n2Cc2ccco2)cc1 | -61%[inhibitor] | 1% | -4%[10 µM] | -29% | -1% | 14% | -8% | -18%
CCc1ccc(NC(=O)Cn2c(=O)n(CCCC(=O)NCc3ccco3)c(=O)c3ccccc32)cc1 | ? | -11% | -5% | -9% | -5% | -4% | -4% | 5%

Other results
SMILES | SMN2 splice up | Tau fibril FP | HTT cytoprotect | Tau fluor counter | JMJD2E inh | HTT aggregate | ALDH1A1 block | Tau ThT inhib
COc1ccc(C2CC(c3ccc4ccccc4c3)=NN2C(=O)CSc2ncccn2)cc1 (stereo not given) | · | -14% | 8%[10 µM] | -18% | ? | ? | ? | -9%
CNC(=S)N/N=C(\C)c1ccc(N2CCOCC2)cc1 | ? | -5% | -11%[1.9 µM] | -18% | ? | -8% | ? | ?
COc1ccc(N=C2NC(=O)/C(=C/c3ccco3)S2)cc1 | · | -6% | 9%[10 µM] | -27% | ? | -5%[9.22 µM] | · | ·
O=C(NCCN1CCc2ccccc2C1)C1CC(=O)N(C2CCCC2)C1 (stereo not given) | 17% | 3% | 10% | -12% | 0% | ? | 35µM* | -5%
COc1ccc(OCC(=O)N/N=C\c2ccco2)cc1 | · | -3% | -8%[10 µM] | -14% | -1% | -1%[9.22 µM] | 9% | ?
Cc1ccc(-n2nc(CN3CCOCC3)c(-c3ccccc3)c2N)cc1Cl | 4% | 8% | -19%[10 µM] | -3% | 2% | 18% | -1% | -9%
CCc1cccc2c1NC(=O)[C@]21[C@@H]2C(=O)N(Cc3ccccc3)C(=O)[C@@H]2[C@@H]2CCCN21 | -19% | 4% | 5% | -11% | 1% | 2% | ? | ?
COc1ccc2c(c1)C=C(CN1CCC(CO)(CCc3ccccc3)CC1)CO2 | · | 5% | 32%[10 µM] | -22% | -17% | 10%[9.22 µM] | 10% | -13%
CCOc1ccc2nc(SC3CC(=O)N(c4ccc(C)cc4)C3=O)sc2c1 (stereo not given) | -92%[inhibitor] | 1% | -95%[inhibitor][10 µM] | -3% | 0% | ? | 2.2µM* | 0%
Cc1ccc2[nH]cc(S(=O)(=O)c3ccc(C)c(C)c3)c(=O)c2c1 | -8% | -3% | · | -7% | · | · | · | 4%
S=c1[nH]ncn2c1cc1oc3ccccc3c12 | 13% | -1% | · | 0% | 1% | 9% | ? | -9%
Cc1ccc(C2CC(=O)Nc3cc4c(cc32)OCO4)o1 (stereo not given) | 29% | 5% | -3% | -6% | -6% | -16% | 14% | -6%
C=CCC(NCc1ccco1)c1ccc(OC)cc1 (stereo not given) | -5% | -1% | 3% | 2% | 4% | 13% | 16% | 2%
Cc1ccc(-n2c(C)cc(C)c(C#N)c2=O)cc1C | · | -17%[2.34 µM] | 9%[10 µM] | -9%[2.34 µM] | 3% | -9%[9.22 µM] | -4% | 4%
CN(C)C(=O)c1cc(F)ccc1Sc1cc(Cl)ccc1Cl | 18% | 3% | 16% | -6% | -8% | -12% | -12% | -9%
CCCC(CCC(=O)NC1CCCCC1)C(=O)O (stereo not given) | ? | 8% | 6% | 12% | 1% | -4% | 2% | 8%
CCn1c(=O)c2cc(C(=O)NCCCN3CCC(C)CC3)sc2c2ccccc21 | -4% | 6% | · | -4% | · | · | · | -6%
O=C(C[n+]1ccc(CCSc2ccc(F)cc2)cc1)c1ccccc1 | 2% | ? | -2% | -14% | ? | ? | ? | 28µM*
COc1ccc(N2CCN(C(=O)CSc3ncccc3-c3nc4ccccc4[nH]3)CC2)cc1 | -31%[inhibitor] | 6% | -41%[inhibitor] | ? | ? | 13% | ? | ?
CC1CCc2c(sc3nnn(CC(=O)Nc4c(C(C)C)cccc4C(C)C)c(=O)c23)C1 (stereo not given) | -1% | -1% | · | -12% | · | · | · | -8%
O=C(O)CSc1nnnn1-c1ccccc1 | -22% | 8% | -5% | 1% | 4% | -14% | 3% | -10%
O=C(N/N=C/c1ccc(N2CCOCC2)cc1)c1ccc(O)cc1 | · | 9% | -12%[10 µM] | -21% | ? | -9%[9.22 µM] | ? | 5µM*
CC(=O)Nc1sc(C)c(C)c1C(=O)OCC(=O)Nc1cc(S(=O)(=O)N2CCCCC2)ccc1Cl | -17% | 5% | 3%[10 µM] | -20% | ? | -30% | ? | -3%
Cc1cc(C)nc(N2CCCC(C(=O)NCCC3=CCCCC3)C2)n1 (stereo not given) | · | -5% | -2% | 0% | 9% | -6% | 6% | -3%
CC(C)(C)c1cc(CN2CCC(O)CC2)cc(C(C)(C)C)c1O | 18% | 7% | -14% | -3% | ? | 29% | ? | -20%
Cc1ccc(/C=C/C(=O)OCC(=O)N2CC(=O)Nc3ccccc32)o1 | -5% | -3% | 9% | -3% | -6% | 10% | ? | -5%
Cc1c(C(=O)OC2CCCCCC2)[nH]c2c1C(=O)CC(c1ccccc1)C2 (stereo not given) | -4% | -2% | · | -3% | · | · | · | -4%
CN(C)c1cc2c(c(N(C)C)c1)C(=O)c1ccccc1C2=O | -13% | 1% | -5% | 1% | -2% | -3% | 0.71µM* | 7%
O=C(CC1(O)C(=O)N(CCc2ccccc2)c2ccc(Br)cc21)c1ccccc1 (stereo not given) | -7% | -6% | · | -29% | · | · | · | ?
Cc1ccc(OCCC(=O)Nc2ccc(F)c(F)c2)cc1 | -6% | -14% | 28%[10 µM] | -19% | 2% | 0% | 8% | 0%
Cc1ccc(CSc2nc3c(c(=O)[nH]2)CCC3)cc1 | 11% | 9% | -26% | 2% | 4% | -12%[9.22 µM] | 9% | -6%
Cc1ccc2c(c1)C(=O)c1c(C(=O)O)cccc1-2 | -11% | 0% | 18%[10 µM] | 6% | -8% | 9%[9.22 µM] | -3% | -16%
O=C(NC1=NCCS1)c1cccc(NC(=O)c2ccco2)c1 | 3% | 3% | -21%[10 µM] | 5% | -11% | -16% | -4% | 0%
O=C1COc2ccc(C(=O)COC(=O)Cc3ccsc3)cc2N1 | 18% | -2% | ? | -8% | -17% | -3% | -7% | -3%
CC(=O)NC(Cc1ccccc1)C(C)=O (stereo not given) | · | -3% | -9% | -3% | 1% | -9% | 14% | 1%

These rows are one share of the data; count on the stated rates, not on these rows.
